# High-throughput results as filed in PubChem BioAssay.
# Rab9 promoter act = qHTS Assay for Rab9 Promoter Activators | Huh7 Rab9 promoter-luciferase reporter, luminescence, 24 h | AID 485297, 2010 | 320,000 compounds, 2.8% hits | Potency, µM (highest dose often 9.22 µM), for inactives: top-dose activation, negative = inhibition, hits mostly activators; note: potency is the fitted concentration of half-maximal effect; % of control where 0% means no effect; nearly all actives have a fitted effect of over 60% in size
#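 Stable Rab9-luc Huh7, 1500 cells/well, 2 h settle; cmpd in DMSO, 24 h, 37 °C/5% CO2; luciferase reagent 10 min RT; luminescence.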
# FLuc counter = qHTS profiling assay for firefly luciferase inhibitor/activator using purifed enzyme and Km concentrations of substrates (counterscreen for miR-21 project). Luciferin 4-monooxygenase (Photinus pyralis), P08659. purified FLuc, Km substrates, luminescence inhibition. Potency, µM (doses to about 57.5 µM), for the others: top-dose activity change, negative = inhibition, usual class: inhibitors. 360,000 compounds, 6.9% hits. AID 588342, 2011;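 note: potency is the fitted concentration of half-maximal effect; plate controls were vehicle for no effect and reference inhibitor for full effect; nearly all actives have a fitted effect of over 55% in size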
#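 Purified P. pyralis luciferase (10nM final) with 10uM D-luciferin and 10uM ATP (Km levels) in 50mM Tris acetate pH 7.5, 10mM Mg acetate, 0.01% Tween-20, 0.05% BSA; qHTS 6-point titration, ~60 µM downward; luminescence read.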
# RORgamma inh = qHTS for inhibitors of ROR gamma transcriptional activity; Drosophila S2 Gal4-RORgamma UAS-luciferase reporter, 20 h; Potency, µM (titrated, usually from 53.6 µM), without a hit: top-dose activity change, negative = inhibition, most hits filed as inhibitors; 310,000 compounds, 5.4% hits; AID 2551, 2010; note: potency is the fitted concentration of half-maximal effect; % is set by controls: 0 for no effect and ±100 for the full control effect; nearly all actives have a fitted effect of over 60% in size
#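 Luciferase reporter read in Schneider cells carrying Gal4-RORγ (mouse) and UAS-Photinus luciferase; cells given compound 1 h before 700 uM copper sulfate induction, then incubated 20 h at ambient temperature.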
# ELG1 repair inh = qHTS screen for small molecules that inhibit ELG1-dependent DNA repair in human embryonic kidney (HEK293T) cells expressing luciferase-tagged ELG1 | HEK293T ELG1-luciferase reporter, luminescence, 16 h; DNA damage induced by 5-fluorouridine | Potency, µM (top dose mostly 46.1 µM), inactives show top-dose activity change, negative = inhibition, usual class: inhibitors | 330,000 compounds, 2.3% hits; note: potency is the fitted concentration of half-maximal effect; % is set by controls: 0 for no effect and ±100 for the full control effect; nearly all actives have a fitted effect of over 55% in size
#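 Cells (2,000 per well) received 5-fluorouridine plus test compound or DMSO and were incubated 16 hr at 37 °C, 5% CO2. Luciferase activity was read by luminescence 30 min after ONE-Glo addition; signal suppression marked inhibition of damage-induced ELG1 function.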
# Gal4-VP16 FLuc = VP16 counterscreen qHTS for inhibitors of ROR gamma transcriptional activity | Potency, µM (highest dose often 53.6 µM), inactives show at the highest dose activity, negative = inhibition, hits mostly inhibitors | Drosophila S2 Gal4-VP16 UAS-luciferase, luminescence, 20 h | 310,000 compounds, 3.5% hits;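 note: Gal4-VP16 expression switched on by copper sulfate through the metallothionein promoter; potency is the fitted concentration of half-maximal effect; % is set by controls: 0 for no effect and ±100 for the full control effect; nearly all actives have a fitted effect of over 50% in size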
# BRCA1 expr act = qHTS Assay to Identify Small Molecule Activators of BRCA1 Expression. MCF7-BRCA1-FFLuc reporter, luminescence, 48 h; response scale: scaled: vehicle 0%, 10 µM genistein 100%. Potency, µM (doses to about 46.1 µM), inactives show top-dose activation, most hits filed as activators. 380,000 compounds, 1.1% hits. AID 624202, 2012; note: potency is the fitted concentration of half-maximal effect; nearly all actives have a fitted effect of over 80% in size; some results filed as inactive show a strong effect at the top dose
#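 Luminescence from a BRCA1-driven firefly luciferase in MCF7 cells was read after 48 h compound exposure at 37 C. Data normalized against DMSO and a 10microM genistein activation control, then curve-fitted across the titration.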
# ELG1 genotoxic = qHTS screen for small molecules that induce genotoxicity in human embryonic kidney (HEK293T) cells expressing luciferase-tagged ELG1 | 330,000 compounds, 1.3% hits | HEK293T ELG1-luciferase reporter, luminescence, 16 h | Potency, µM (titrated, usually from 46 µM), without a hit: top-dose activity change, positive = activation, actives largely listed as activators; note: potency is the fitted concentration of half-maximal effect; % of control where 0% means no effect; nearly all actives have a fitted effect of over 60% in size
#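 ELG1-luciferase HEK293T cells, 2,000/well; compound pinned in; 16 hr, 37 °C, 5% CO2; ONE-Glo, 30 min RT; luminescence on CCD imager.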
# NPC1 promoter act = qHTS Assay for NPC1 Promoter Activators | Huh7 NPC1 promoter luciferase reporter, 24 h | 320,000 compounds, 2.4% hits | Potency, µM (doses to about 9.22 µM), for inactives: at the top dose activation, hits mostly activators;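 note: potency is the fitted concentration of half-maximal effect; % of control where 0% means no effect; nearly all actives have a fitted effect of over 60% in size; reporter is driven by a mutant NPC1 promoter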
#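 Luminescence from an NPC1 promoter-driven luciferase reporter in stably transfected Huh7 cells was measured after 24 h compound treatment at 37 °C, followed by 10 min ambient incubation with luciferase detection reagent.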
# Tb PFK block = qHTS Assay to Find Inhibitors of T. brucei phosphofructokinase | ATP-dependent 6-phosphofructokinase (Trypanosoma brucei brucei), O15648 | T. brucei PFK, ADP-Glo luminescence | Potency, µM (top dose mostly 57.5 µM), inactives show at the top dose activity, negative = inhibition, actives largely listed as inhibitors | 330,000 compounds, 0.17% hits;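 note: potency is the fitted concentration of half-maximal effect; 0% = uninhibited 1x PFK enzyme wells and -100% = no-enzyme wells; nearly all actives have a fitted effect of over 60% in size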
#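 Luminescent ADP detection (ADP-Glo, two-step: ATP depletion then ADP-to-ATP conversion for luciferase) reported PFK activity after 45 min room-temperature reaction of 1.25 nM enzyme with 0.5 mM F6P and 0.1 mM ATP at pH 8.0.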
# TRPV1 ag = HTS Assay for Compounds that Act as Agonists of the Vanilloid Receptor 1; Transient receptor potential cation channel subfamily V member 1 (Homo sapiens), Q8NER1; TRPV1-expressing cells, Fluo-8 calcium influx, agonist mode; activation, % at 8.33 µM; 320,000 compounds, 0.19% hits; AID 540275, 2011; in the data active = activation above about 80%; inconclusive = between about 30% and that limit; note: 0% is about no effect
# Target sequence (Q8NER1 whole entry, looked up): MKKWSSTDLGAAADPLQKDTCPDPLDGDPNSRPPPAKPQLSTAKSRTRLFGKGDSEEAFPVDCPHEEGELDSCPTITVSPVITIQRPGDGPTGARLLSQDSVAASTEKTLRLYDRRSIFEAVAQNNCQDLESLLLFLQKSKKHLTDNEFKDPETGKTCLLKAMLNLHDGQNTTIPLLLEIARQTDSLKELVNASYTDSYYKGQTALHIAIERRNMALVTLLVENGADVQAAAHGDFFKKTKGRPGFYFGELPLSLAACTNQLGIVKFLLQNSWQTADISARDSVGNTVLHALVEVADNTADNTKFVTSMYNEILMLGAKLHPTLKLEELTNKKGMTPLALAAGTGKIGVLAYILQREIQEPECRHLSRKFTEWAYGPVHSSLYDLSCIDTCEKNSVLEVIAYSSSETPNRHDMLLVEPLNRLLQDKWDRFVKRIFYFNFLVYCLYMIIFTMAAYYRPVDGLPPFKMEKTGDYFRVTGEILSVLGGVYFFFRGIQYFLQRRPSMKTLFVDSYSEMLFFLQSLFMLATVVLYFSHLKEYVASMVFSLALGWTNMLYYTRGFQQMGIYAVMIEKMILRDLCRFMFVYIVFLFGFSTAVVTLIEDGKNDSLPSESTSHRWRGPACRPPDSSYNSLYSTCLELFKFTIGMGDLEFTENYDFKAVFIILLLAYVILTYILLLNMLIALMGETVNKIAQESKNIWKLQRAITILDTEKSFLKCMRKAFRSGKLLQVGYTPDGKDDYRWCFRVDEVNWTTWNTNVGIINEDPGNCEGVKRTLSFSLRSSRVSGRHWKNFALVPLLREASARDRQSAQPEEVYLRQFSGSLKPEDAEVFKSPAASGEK
#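 TRPV1-expressing cells were cultured overnight at 35.5C and loaded with Fluo-8 calcium dye for 40 to 90 min at room temperature. After a 10 s baseline, compound was added and calcium influx was read kinetically for 3 min (ex 480/em 520 nm).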
# p53 reactivator = qHTS assay for re-activators of p53 using a Luc reporter. Potency, µM (doses to about 92.2 µM), for inactives: at the highest dose activity change, positive = activation, most hits filed as activators. 320,000 compounds, 0.063% hits. H1299 p53-A138V BP100-luciferase reporter, luminescence, 24 h; note: potency is the fitted concentration of half-maximal effect; % of control where 0% means no effect; nearly all actives have a fitted effect of over 45% in size
#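 H1299 (p53-null), stable ts p53-A138V + BP100-Luc; 1000 cells/well, Opti-MEM/10% FBS; cpd 4 pt, 1:5; 24 h, 37 deg C, 5% CO2; detection reagent 10 min RT; luminescence.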
# Active calls of the source: *; ? = inconclusive; · = not tested or not shown. Unless noted, calls come from the whole dose curve; as a rule, active = well fitted curve in the direction sought with a large enough effect; inconclusive = small, poorly fitted or top-dose-only effect, or another doubt; inactive = no such curve, though single readings can be large; an effect the other way counts as inactive or inconclusive.
# Field names – A = Rab9 promoter act; B = FLuc counter; C = RORgamma inh; D = ELG1 repair inh; E = Gal4-VP16 FLuc; F = BRCA1 expr act; G = ELG1 genotoxic; H = NPC1 promoter act; I = Tb PFK block; J = TRPV1 ag; K = p53 reactivator
CC(OC(=O)CN(C)S(=O)(=O)c1ccc(Cl)cc1)C(=O)Nc1ncc(Cl)cc1Cl (stereo not given)
  A: 11% | B: 0% | C: -3% | D: 7% | E: 2% | F: -7% | G: 1% | H: -2% | I: 0% | J: 0 | K: 3%
COc1ccc(CC(=O)Nc2ccc(OC)nc2)cc1
  A: 3% | B: 3% | C: 31% | D: 10% | E: 20% | F: 11% | G: 2% | H: -10% | I: -2% | J: 0 | K: -2%
Cc1nc(SCC(=O)N2c3ccccc3Sc3ccccc32)n[nH]1
  A: -2% | B: 2% | C: 2% | D: -16% | E: 4% | F: -12% | G: -3% | H: -1% | I: -1% | J: 3 | K: -6%
CC(C)N1C(=O)S/C(=C/c2ccccc2OCc2ccc(C(=O)O)cc2)C1=O
  A: -5% | B: ? | C: 32% | D: 24% | E: -3% | F: 29% | G: 9% | H: 0% | I: -1% | J: 12 | K: 10%
COc1ccc(N(CC(=O)N2CCc3ccccc3C2)S(C)(=O)=O)cc1
  A: -3% | B: -2% | C: 15% | D: -6% | E: 1% | F: -1% | G: 3% | H: 0% | I: 6% | J: -5 | K: 4%
O=C(OCc1ccc(F)cc1)c1cc2ccccc2cc1O
  A: -2% | B: -10% | C: 4% | D: 0% | E: -14% | F: -7% | G: 0% | H: -9% | I: 1% | J: 15 | K: ?
CC(C)CC(=O)c1c[nH]c(C(=O)NCc2cccnc2)c1
  A: 14% | B: -3% | C: 22% | D: -1% | E: 7% | F: -31% | G: 0% | H: 2% | I: -2% | J: -3 | K: 2%
NS(=O)(=O)c1ccc(CNC(=S)Nc2ccc(Cl)c(Cl)c2)cc1
  A: 2% | B: 4% | C: 38% | D: -18% | E: -1% | F: -7% | G: 0% | H: -8% | I: ? | J: 29 | K: 0%
O=[N+]([O-])c1ccc(Oc2ccc(Oc3ccc(C(F)(F)F)cn3)cc2)nc1
  A: -10% | B: -3% | C: ? | D: ? | E: -16% | F: -38% | G: -5% | H: -3% | I: 6% | J: 14 | K: 12%
COc1cc(NC(=O)[C@@H](NC(=O)N2CCn3c2nc2ccccc23)C(C)C)cc(OC)c1
  A: -3% | B: 1% | C: 15% | D: -21% | E: -7% | F: -22% | G: -6% | H: -2% | I: 1% | J: 1 | K: 8%

# 9 compounds from above, sorted by formula weight, falling:
# Field names – A = Rab9 promoter act; B = FLuc counter; C = RORgamma inh; D = ELG1 repair inh; E = Gal4-VP16 FLuc; F = BRCA1 expr act; G = ELG1 genotoxic; H = NPC1 promoter act; I = Tb PFK block; J = TRPV1 ag; K = p53 reactivator
CC(OC(=O)CN(C)S(=O)(=O)c1ccc(Cl)cc1)C(=O)Nc1ncc(Cl)cc1Cl (stereo not given)
  A: 11% | B: 0% | C: -3% | D: 7% | E: 2% | F: -7% | G: 1% | H: -2% | I: 0% | J: 0 | K: 3%
COc1cc(NC(=O)[C@@H](NC(=O)N2CCn3c2nc2ccccc23)C(C)C)cc(OC)c1
  A: -3% | B: 1% | C: 15% | D: -21% | E: -7% | F: -22% | G: -6% | H: -2% | I: 1% | J: 1 | K: 8%
NS(=O)(=O)c1ccc(CNC(=S)Nc2ccc(Cl)c(Cl)c2)cc1
  A: 2% | B: 4% | C: 38% | D: -18% | E: -1% | F: -7% | G: 0% | H: -8% | I: ? | J: 29 | K: 0%
O=[N+]([O-])c1ccc(Oc2ccc(Oc3ccc(C(F)(F)F)cn3)cc2)nc1
  A: -10% | B: -3% | C: ? | D: ? | E: -16% | F: -38% | G: -5% | H: -3% | I: 6% | J: 14 | K: 12%
COc1ccc(N(CC(=O)N2CCc3ccccc3C2)S(C)(=O)=O)cc1
  A: -3% | B: -2% | C: 15% | D: -6% | E: 1% | F: -1% | G: 3% | H: 0% | I: 6% | J: -5 | K: 4%
Cc1nc(SCC(=O)N2c3ccccc3Sc3ccccc32)n[nH]1
  A: -2% | B: 2% | C: 2% | D: -16% | E: 4% | F: -12% | G: -3% | H: -1% | I: -1% | J: 3 | K: -6%
O=C(OCc1ccc(F)cc1)c1cc2ccccc2cc1O
  A: -2% | B: -10% | C: 4% | D: 0% | E: -14% | F: -7% | G: 0% | H: -9% | I: 1% | J: 15 | K: ?
CC(C)CC(=O)c1c[nH]c(C(=O)NCc2cccnc2)c1
  A: 14% | B: -3% | C: 22% | D: -1% | E: 7% | F: -31% | G: 0% | H: 2% | I: -2% | J: -3 | K: 2%
COc1ccc(CC(=O)Nc2ccc(OC)nc2)cc1
  A: 3% | B: 3% | C: 31% | D: 10% | E: 20% | F: 11% | G: 2% | H: -10% | I: -2% | J: 0 | K: -2%

# (listing goes on)
Structure	Rab9 promoter act	FLuc counter	RORgamma inh	ELG1 repair inh	Gal4-VP16 FLuc	BRCA1 expr act	ELG1 genotoxic	NPC1 promoter act	Tb PFK block	TRPV1 ag	p53 reactivator
Cc1ccc(-c2ccc(/C=N\n3cnnc3)o2)c(Br)c1	-2%	?	42%	-2%	-6%	-23%	0%	2%	0%	1	·
CCN(CCCNC(=O)Cn1cc2c(n1)CCCC2)c1cccc(C)c1	-3%	3%	6%	-6%	-9%	5%	2%	-2%	-4%	?	-6%
Cc1ccc(OCCOC(=O)c2sc(=S)n(C)c2C)cc1	-10%	-1%	10%	?	8%	7%	3%	-3%	0%	0	6%
COc1ccc(N2C(=O)CC(N3CCN(c4cccc(Cl)c4)CC3)C2=O)cc1 (stereo not given)	1%	-2%	6%	-1%	-5%	12%	0%	4%	-5%	4	3%
CCOc1ccccc1NC(C)C(=O)Nc1cc(C(F)(F)F)ccc1N1CCOCC1 (stereo not given)	1%	8%	37%	-11%	-24%	-37%	-1%	-1%	11%	12	-11%
CCOc1ccc(NC(=O)CC2C(=O)N(c3ccc(OCC)cc3)C(=S)N2C2CC2)cc1 (stereo not given)	10%	6%	-34%	-3%	?	-27%	9%	1%	1%	1	17%
N#CCCn1c(=S)[nH]c2ccccc21	6%	6%	14%	0%	5%	26%	-3%	1%	-6%	-2	-3%
